# Dengue-2 NS5 capping: Dengue-2 NS5 methyltransferase inhibitors, primary screen, biochemical, confirmation dose response (AID 588689). Genome polyprotein (Dengue virus type 2 (strain 16681-PDK53)). inhibition, % at 25 µM, or IC50 in µM where a hit was titrated. actives 0.3% (n = 340,000). Dengue-2 NS5 methyltransferase capping enzyme assay, biochemical; higher % means a stronger effect; in the data active = a potency from the dose series; inconclusive = inhibition above about 29% without an active follow-up result
# K1F lysis inhibition: inhibition of K1F phage lysis, E. coli UTI89, bacterial capsule biogenesis inhibitors, alamar blue (AID 488966) | E. coli UTI89 K1F phage lysis, alamar blue, 2 h; higher % means a stronger effect | actives 0.02% (n = 340,000) | one-dose inhibition, % at 100 µM; IC50 in µM for titrated hits;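 active = phage lysis inhibition, versus mean bacterial control, above a set limit; inconclusive = no clear call, values can overlap the other calls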;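 note: capsule biogenesis inhibitors block K1F phage lysis so surviving cells raise fluorescence; higher fluorescence means more inhibition of phage lysis; actives were called in the ten point dose series up to 300 µM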
# SV40 large T antigen: SV40 large T antigen inhibitors, biochemical (AID 1903); inhibition, % at 20 µM, or IC50 in µM where a hit was titrated; actives 0.39% (n = 310,000); SV40 large T antigen ATPase/helicase inhibition assay; higher % means a stronger effect; in the data active = a potency from the dose series; inconclusive = inhibition mostly from about 32% at the one dose, without a potency; inactive = the rest, 99 in 100 with inhibition below about 32%; note: strong numbers were not always called active
# NTR1 agonist: agonists of NTR1, primary screen, imaging, U2OS cells, beta-arrestin-GFP, high content (AID 493036) | actives 0.17% (n = 330,000) | activation, % at 20 µM | NTR1-U2OS beta-arrestin-GFP spot imaging, agonist mode;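 active = activation at or above 40% of the spot to cytoplasm intensity ratio, with at least 20 cells analyzed; inconclusive = wells under 20 cells, flagged as cytotoxic or low count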;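 note: 0% = DMSO without peptide and 100% = 100 nM NTR1 peptide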
# Target sequence (P30989 whole entry, looked up): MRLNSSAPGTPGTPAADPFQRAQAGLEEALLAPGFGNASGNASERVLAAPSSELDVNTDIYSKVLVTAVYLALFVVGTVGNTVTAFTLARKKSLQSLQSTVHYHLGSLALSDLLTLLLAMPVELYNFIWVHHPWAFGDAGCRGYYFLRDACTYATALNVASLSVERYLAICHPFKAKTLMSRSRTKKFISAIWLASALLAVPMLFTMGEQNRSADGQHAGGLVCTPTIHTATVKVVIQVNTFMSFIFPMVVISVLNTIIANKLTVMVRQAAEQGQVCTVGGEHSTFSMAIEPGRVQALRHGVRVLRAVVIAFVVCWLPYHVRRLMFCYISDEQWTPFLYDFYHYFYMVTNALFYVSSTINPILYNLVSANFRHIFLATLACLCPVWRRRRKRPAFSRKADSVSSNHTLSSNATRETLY
# West Nile virus CPE: West Nile virus antiviral activity, cell-based, CPE readout (AID 1621); West Nile virus-infected cells, CPE inhibition; higher % means a stronger effect; one-dose CPE inhibition, % at 10 µM; IC50 in µM for titrated hits; actives 0.02% (n = 290,000); in the data active = a potency from the dose series; inconclusive = CPE inhibition mostly from about 3.7% at the one dose, without a potency; inactive = the rest, 99 in 100 with CPE inhibition below about 2.2%; note: strong numbers were not always called active
# Siah-1 displacement: Siah-1 peptide-binding antagonists, primary screen, biochemical, fluorescence polarization, rhodamine-plectin, uHTS (AID 1817); Siah-1 / rhodamine-plectin peptide fluorescence polarization; higher % means a stronger effect; actives 0.02% (n = 290,000); E3 ubiquitin-protein ligase SIAH1 (Homo sapiens); displacement, % at 20 µM; hits with a dose series show IC50 in µM;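 active = displacement of at least 50% at 20 µM, with a fluorescence ratio check between 0.3 and a set limit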;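 note: plate controls were Siah plus tracer with DMSO for no effect and tracer alone without Siah for full effect; strong numbers were not always called active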
# RSV CPE inhibition: RSV antiviral activity via CPE protection, HEp-2 cells, primary 10 µM value included (AID 2391); HEp-2 cells, RSV-induced CPE inhibition; higher % means a stronger effect; actives 0.13% (n = 310,000); one-dose CPE inhibition, % at 10 µM; IC50 in µM for titrated hits; in the data active = a potency from the dose series; inconclusive = CPE inhibition mostly from about 23% at the one dose, without a potency; inactive = the rest, 99 in 100 with CPE inhibition below about 21%; note: strong numbers were not always called active
# AID2073: inhibitors of Mint1-CaV2.2 protein interaction, biochemical, HTRF (AID 2073). HTRF protein-protein interaction, Mint1-CaV2.2; higher % means a stronger effect. actives 0.19% (n = 290,000). Voltage-dependent N-type calcium channel subunit alpha-1B (Homo sapiens). one-dose inhibition, % at 20 µM; IC50 in µM for titrated hits; in the data active = inhibition mostly above about 51%, no sharp cut-off; inconclusive = no clear call, values can overlap the other calls; inactive = mostly below about 53%; note: some results filed as inactive read as strong as hits
# Rac1 GTP hydrolysis: MgcRacGAP GTPase-activating activity inhibitors, confirmation, biochemical, ADP Hunter fluorescence; Rac GTPase-activating protein 1 (Homo sapiens); MgcRacGAP-stimulated Rac1 GTP hydrolysis, ADP Hunter fluorescence; higher % means a stronger effect; GST-tagged Rac1 F28L mutant substrate; one-dose inhibition, % at 30 µM; IC50 in µM for titrated hits; actives 0.6% (n = 340,000);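 active = first-screen hits whose inhibition reached a set limit at any dose in the follow-up dose series; inconclusive = inhibition above the set first-screen limit but never retested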;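 note: fluorescence reports GDP produced by GAP-driven GTP hydrolysis; strong numbers were not always called active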
# NTR1 agonist cell count 20 µM: second read-out of NTR1 agonist, no call of its own (marks repeat the call); cell count; measured here: cell count, cytotoxicity flag
# * hit, by the source's call; u = inconclusive; x = no result given; [ ] = remark or other dose.
# The first two entries as a preview:
SMILES,Dengue-2 NS5 capping,K1F lysis inhibition,SV40 large T antigen,NTR1 agonist,NTR1 agonist cell count 20 µM,West Nile virus CPE,Siah-1 displacement,RSV CPE inhibition,AID2073,Rac1 GTP hydrolysis
O=C(CCCN1C(=O)/C(=C/c2cccc(Br)c2)SC1=S)Nc1cccnc1,x,x,29%,4.6,75,u,4%,-4.2%,6%,x
Cc1ccc(S(=O)(=O)N2CCCCC2)cc1NC(=O)c1ccc2ccccc2n1,4%,-6.5%,9%,-0.1,39,-0.6%,-4%,1.3%,8%,-1%

# All compounds of this part, from the start:
SMILES,Dengue-2 NS5 capping,K1F lysis inhibition,SV40 large T antigen,NTR1 agonist,NTR1 agonist cell count 20 µM,West Nile virus CPE,Siah-1 displacement,RSV CPE inhibition,AID2073,Rac1 GTP hydrolysis
O=C(CCCN1C(=O)/C(=C/c2cccc(Br)c2)SC1=S)Nc1cccnc1,x,x,29%,4.6,75,u,4%,-4.2%,6%,x
Cc1ccc(S(=O)(=O)N2CCCCC2)cc1NC(=O)c1ccc2ccccc2n1,4%,-6.5%,9%,-0.1,39,-0.6%,-4%,1.3%,8%,-1%
CCN(CC(=O)Nc1c(F)cccc1F)C(=O)c1ccc(COc2ccccc2)o1,-4%,0.7%[50 µM],8%,-0.5,64,x,x,1.7%,x,7%
CC(=O)NN1C(=O)c2ccccc2NC1c1cccc([N+](=O)[O-])c1 (stereo not drawn),-5%,1.5%[50 µM],1%,-1.3,95,-0.5%,8%,0.1%,7%,2%
Cc1nc2scc(-c3ccc(Cl)cc3)c2c(=O)n1N,-7%,-0.1%,-3%,-0.8,85,u,9%,u,-2%,1%
O=C(Nc1ccccc1)C1CCCN1/C=C/C(=O)C(F)(F)F (stereo not drawn),4%,0.3%,0%,1.1,54,0.5%,5%,1.0%,-6%,5%
Cc1occc1-c1nnc(SCC(=O)Nc2c(F)cccc2F)n1C,2%,0.5%[50 µM],6%,1.4,61,x,x,0.2%,x,-2%
COCCNC(=O)CSc1nc2cc3c(cc2c(=O)n1CCCC(=O)NCc1ccc(OC)cc1)OCO3,6%,0.5%,7%,1.1,56,-0.7%,0%,0.1%,12%,-3%
CN(C(=O)c1ccccc1C(=O)OCC(=O)Nc1ccccc1)c1ccccc1,-6%,0.8%[50 µM],x,3.1,77,x,x,1.0%,x,6%
C=CCNC(=O)/C(C#N)=C/c1ccccc1OCc1ccc(C(=O)OC)cc1,-19%,0.2%,13%,17,77,0.7%,3%,1.9%,-7%,3%
COc1ccc(NS(=O)(=O)c2cccc(C(=O)N(C)CC(=O)Nc3ccc(C)cc3)c2)cc1,-1%,0.3%[50 µM],10%,-1.3,61,x,x,-2.5%,x,3%
COc1cc2nc(CN(C)Cc3ccc(SC)cc3)[nH]c(=O)c2cc1OC,2%,-0.1%,14%,1.1,44,-0.1%,17%,-0.4%,-7%,5%
O=c1c2ccccc2oc2ccc(C#CC3(O)CCCCC3)cc12,-9%,0.1%,16%,4.9,93,-0.6%,x,-0.4%,x,0%
O=C(c1cc(-c2ccccn2)nc2ccc(Cl)cc12)N1CCN(CCc2ccccc2)CC1,4%,0.5%,3%,7.8,57,0.1%,-3%,-0.5%,18%,0%
CCOc1ccc(NC(=O)CSc2nnc(C)n2Cc2ccccc2)cc1,-6%,4.8%,8%,4.6,60,0.2%,3%,-0.4%,6%,9%
COc1cc(/C=C2\SC(=O)N(CCN)C2=O)ccc1OS(=O)(=O)c1cc(C)ccc1C,-1%,0.6%,7%,x,x,-1.8%,-5%,x,8%,u
CCOC(=O)C(C)Sc1nnc(-c2c[nH]c3ccccc23)n1C (stereo not drawn),-3%,1.0%,4%,-0.5,64,0.2%,-1%,2.3%,3%,2%
CCCn1c(=O)[nH]c(=O)c2c(C(F)(F)F)cc(-c3ccc(C)cc3)nc21,4%,0.1%,10%,11,52,0.3%,2%,0.9%,47%,8%
O=C(CN1CCC(O)CC1)N1c2ccccc2C=Cc2ccccc21,0%,0.1%,9%,-0.3,50,0.4%,1%,0.3%,4%,11%
CC1(C)NC(=O)N(CCCOc2ccccc2Br)C1=O,-2%,5.7%,13%,-0.1,55,-0.4%,0%,0.4%,9%,-1%
CCOC(=O)Cn1c(=O)n(Cc2ccc(OC)cc2)c(=O)c2cccnc21,-5%,0.1%,13%,-0.6,62,-1.0%,6%,-2.0%,10%,8%
O=c1c2c(nc3c(-c4cccc5ccccc45)c[nH]n13)CCC2,-1%,2.1%,5%,1.6,82,0.1%,-1%,5.5%,19%,9%
CC(=O)Nc1ccc(N2C(C(C)=O)=NN(c3ccccc3)C2c2cccs2)cc1 (stereo not drawn),-3%,12%,22%,3.4,94,-0.5%,-2%,-0.5%,-5%,-2%
CCCCOc1ccccc1C1NC(=O)CCC1[N+](=O)[O-] (stereo not drawn),0%,0.2%,6%,0.1,55,-0.1%,2%,-0.1%,8%,0%
Cc1cc(C)n(CC(=O)N/N=C/c2ccc([N+](=O)[O-])s2)n1,x,x,4%,0.1,59,-1.6%,4%,-0.1%,-11%,x
CCOc1ccc(-n2c(COc3ccc(C)cc3)nnc2SCC(N)=O)cc1,-9%,0.1%,4%,x,x,0.4%,-5%,0.4%,-3%,9%
COc1cccc(NC(=O)Cn2c3ccc(OC)cc3c3nc4n(c(=O)c32)CCS4)c1,-7%,0.3%,4%,8.8,61,0.0%,-1%,-1.6%,-1%,2%
CC(C)N=c1cc2n(-c3ccc(Cl)cc3)c3ccccc3nc-2cc1Nc1ccc(Cl)cc1,1%,0.6%,20%,3.9,66,-0.8%,x,-3.0%,x,7%
CC(C)(C)OC(=O)NCc1ccc(NC(=O)c2nc[nH]c2C(=O)NCCN(CCNC(=O)c2[nH]cnc2C(=O)Nc2ccc(CNC(=O)OC(C)(C)C)cc2)CCNC(=O)c2[nH]cnc2C(=O)Nc2ccc(CNC(=O)OC(C)(C)C)cc2)cc1,-2%,1.0%,x,-1.0,47,x,x,x,x,9%
Cc1cc(C=C2C(=O)c3ccccc3C2=O)c(C)n1-c1cccc(C(=O)O)c1,-33%,0.1%,16%,1.8,77,x,3%,2.7%,14%,19%
COc1ccc(C2C(C(=O)c3ccc(C)o3)=C(O)C(=O)N2CC2CCCO2)cc1OC (stereo not drawn),1%,0.8%[50 µM],6%,-0.6,67,0.1%,4%,2.5%,6%,3%
Cc1ccc(NC(=O)CSCC(=O)OC(C)C(=O)Nc2ccccc2C)cc1 (stereo not drawn),-6%,0.7%[50 µM],x,-0.4,53,x,x,x,x,3%
COc1ccc(Nc2cc(C)nc3ncnn23)cc1Cl,-3%,-0.1%,9%,-1.6,51,0.0%,1%,7.1%,4%,-1%
CC(NS(=O)(=O)c1ccc([N+](=O)[O-])cc1)C(=O)NN (stereo not drawn),-9%,-0.5%,2%,2.2,71,0.5%,-3%,1.2%,8%,8%
CCOc1cc(/C=N/NC(=O)CN2CCCCC2)ccc1O,-9%,0.6%,31%,-0.3,67,-0.8%,-1%,0.3%,-3%,50µM*
Cc1cc(NS(=O)(=O)c2ccc(NC(=O)Cc3cccs3)cc2)no1,-9%,-4.7%,6%,3.9,67,0.3%,-1%,-0.3%,-5%,-6%
COc1ccc(C(=O)C2CCCN(C(=O)c3cccnc3OC)C2)cc1F (stereo not drawn),-7%,-1.8%,4%,-2.1,105,-0.7%,2%,0.4%,-13%,1%
CC(C)C(=O)NCCc1nc(-c2ccc(Cl)cc2)no1,-9%,0.0%,2%,1.6,109,-1.0%,x,2.2%,x,7%
CS(=O)(=O)N1CCc2cc(NC(=O)c3ccc(Cl)cc3Cl)ccc21,x,0.4%,-1%,1.4,41,-0.8%,12%,1.6%,12%,7%
O=C(CCl)NCCN1C(=O)S/C(=C\c2cccnc2)C1=O,-7%,0.4%,17%,0.1,45,2.4%,-2%,1.4%,17%,38%
Cc1nn(-c2ccccc2)c2c1C(c1cccc([N+](=O)[O-])c1)N(c1ccccc1)C(=O)N2 (stereo not drawn),-5%,4.3%,8%,1.6,61,-0.7%,3%,4.0%,16%,8%
CC[N+](CC)(CCCCS(=O)(=O)[O-])CCNP1(=O)C=C(c2ccccc2)OC(c2ccccc2)=C1,-9%,-0.3%,10%,0.5,33,1.0%,-7%,4.4%,8%,7%
CCc1ccc(NC(=O)C2CCN(S(=O)(=O)c3cccs3)CC2)cc1,-13%,0.2%,5%,0.7,42,-0.7%,-4%,18%,2%,4%
CCOc1ccc(NC(=O)CSC2=NN3CCCC(=O)N=C3S2)cc1,-7%,0.0%,7%,0.4,61,-0.3%,0%,-0.7%,15%,-15%
Cn1c(=O)[nH]c(=O)c2c1nc(N1CCOCC1)n2CCc1ccccc1,0%,-0.5%,-1%,1.7,41,0.5%,4%,1.0%,8%,1%
COc1ccc2c(c1)-c1c(sn(-c3ccc(OC)c(OC)c3)c1=S)C(C)(C)N2,6%,-0.8%,14%,7.2,90,1.2%,-1%,u,-6%,22%
COc1ccc(C(NC(=O)c2ccccc2F)NC(=O)c2ccccc2F)cc1,4%,9.1%[50 µM],3%,-2.8,68,-0.8%,14%,1.3%,11%,10%
COc1ccccc1-n1c(=S)[nH]c2c(sc(=S)n2-c2ccccc2)c1=O,7%,0.3%,25%,0.1,53,0.5%,4%,2.2%,-4%,15%
Cc1cc(Cl)ccc1OCC(=O)NC(=S)Nc1ccccc1N1CCOCC1,12%,0.9%,15%,12,52,-0.5%,4%,1.4%,2%,-5%
COc1ccc(NC(=O)CSc2nnc(Cn3c(=O)sc4ccccc43)n2C)cc1,-5%,4.3%,1%,1.5,70,0.4%,3%,-0.1%,18%,2%
N#Cc1ccc(OCC(O)CN2CCN(c3ncc(C(F)(F)F)cc3Cl)CC2)cc1 (stereo not drawn),-15%,-0.5%,10%,4.7,48,-1.7%,-1%,4.4%,-5%,6%
CC(C)(C)OC(=O)NCCC(=O)N/N=C/c1ccc2nccnc2c1,-4%,13%,4%,-0.3,43,0.0%,1%,0.3%,15%,9%
Cc1ccc(-c2csc(N3CCN(c4ccc5nc(-c6ccncc6)n(CCN6CCCCC6)c5c4)CC3)n2)cc1,-5%,-0.1%,12%,1.6,87,1.1%,-10%,3.2%,20%,5%
